TcdB GH inh – blocks C. difficile toxin B glycohydrolase activity; AID 652162; P18177; hit rate 0.24% among 350,000; TcdB glycohydrolase enzymatic assay, plate reader; inhibition, % at 9.99 µM; in the data active = inhibition above about 10%
Target sequence (P18177 whole entry, looked up): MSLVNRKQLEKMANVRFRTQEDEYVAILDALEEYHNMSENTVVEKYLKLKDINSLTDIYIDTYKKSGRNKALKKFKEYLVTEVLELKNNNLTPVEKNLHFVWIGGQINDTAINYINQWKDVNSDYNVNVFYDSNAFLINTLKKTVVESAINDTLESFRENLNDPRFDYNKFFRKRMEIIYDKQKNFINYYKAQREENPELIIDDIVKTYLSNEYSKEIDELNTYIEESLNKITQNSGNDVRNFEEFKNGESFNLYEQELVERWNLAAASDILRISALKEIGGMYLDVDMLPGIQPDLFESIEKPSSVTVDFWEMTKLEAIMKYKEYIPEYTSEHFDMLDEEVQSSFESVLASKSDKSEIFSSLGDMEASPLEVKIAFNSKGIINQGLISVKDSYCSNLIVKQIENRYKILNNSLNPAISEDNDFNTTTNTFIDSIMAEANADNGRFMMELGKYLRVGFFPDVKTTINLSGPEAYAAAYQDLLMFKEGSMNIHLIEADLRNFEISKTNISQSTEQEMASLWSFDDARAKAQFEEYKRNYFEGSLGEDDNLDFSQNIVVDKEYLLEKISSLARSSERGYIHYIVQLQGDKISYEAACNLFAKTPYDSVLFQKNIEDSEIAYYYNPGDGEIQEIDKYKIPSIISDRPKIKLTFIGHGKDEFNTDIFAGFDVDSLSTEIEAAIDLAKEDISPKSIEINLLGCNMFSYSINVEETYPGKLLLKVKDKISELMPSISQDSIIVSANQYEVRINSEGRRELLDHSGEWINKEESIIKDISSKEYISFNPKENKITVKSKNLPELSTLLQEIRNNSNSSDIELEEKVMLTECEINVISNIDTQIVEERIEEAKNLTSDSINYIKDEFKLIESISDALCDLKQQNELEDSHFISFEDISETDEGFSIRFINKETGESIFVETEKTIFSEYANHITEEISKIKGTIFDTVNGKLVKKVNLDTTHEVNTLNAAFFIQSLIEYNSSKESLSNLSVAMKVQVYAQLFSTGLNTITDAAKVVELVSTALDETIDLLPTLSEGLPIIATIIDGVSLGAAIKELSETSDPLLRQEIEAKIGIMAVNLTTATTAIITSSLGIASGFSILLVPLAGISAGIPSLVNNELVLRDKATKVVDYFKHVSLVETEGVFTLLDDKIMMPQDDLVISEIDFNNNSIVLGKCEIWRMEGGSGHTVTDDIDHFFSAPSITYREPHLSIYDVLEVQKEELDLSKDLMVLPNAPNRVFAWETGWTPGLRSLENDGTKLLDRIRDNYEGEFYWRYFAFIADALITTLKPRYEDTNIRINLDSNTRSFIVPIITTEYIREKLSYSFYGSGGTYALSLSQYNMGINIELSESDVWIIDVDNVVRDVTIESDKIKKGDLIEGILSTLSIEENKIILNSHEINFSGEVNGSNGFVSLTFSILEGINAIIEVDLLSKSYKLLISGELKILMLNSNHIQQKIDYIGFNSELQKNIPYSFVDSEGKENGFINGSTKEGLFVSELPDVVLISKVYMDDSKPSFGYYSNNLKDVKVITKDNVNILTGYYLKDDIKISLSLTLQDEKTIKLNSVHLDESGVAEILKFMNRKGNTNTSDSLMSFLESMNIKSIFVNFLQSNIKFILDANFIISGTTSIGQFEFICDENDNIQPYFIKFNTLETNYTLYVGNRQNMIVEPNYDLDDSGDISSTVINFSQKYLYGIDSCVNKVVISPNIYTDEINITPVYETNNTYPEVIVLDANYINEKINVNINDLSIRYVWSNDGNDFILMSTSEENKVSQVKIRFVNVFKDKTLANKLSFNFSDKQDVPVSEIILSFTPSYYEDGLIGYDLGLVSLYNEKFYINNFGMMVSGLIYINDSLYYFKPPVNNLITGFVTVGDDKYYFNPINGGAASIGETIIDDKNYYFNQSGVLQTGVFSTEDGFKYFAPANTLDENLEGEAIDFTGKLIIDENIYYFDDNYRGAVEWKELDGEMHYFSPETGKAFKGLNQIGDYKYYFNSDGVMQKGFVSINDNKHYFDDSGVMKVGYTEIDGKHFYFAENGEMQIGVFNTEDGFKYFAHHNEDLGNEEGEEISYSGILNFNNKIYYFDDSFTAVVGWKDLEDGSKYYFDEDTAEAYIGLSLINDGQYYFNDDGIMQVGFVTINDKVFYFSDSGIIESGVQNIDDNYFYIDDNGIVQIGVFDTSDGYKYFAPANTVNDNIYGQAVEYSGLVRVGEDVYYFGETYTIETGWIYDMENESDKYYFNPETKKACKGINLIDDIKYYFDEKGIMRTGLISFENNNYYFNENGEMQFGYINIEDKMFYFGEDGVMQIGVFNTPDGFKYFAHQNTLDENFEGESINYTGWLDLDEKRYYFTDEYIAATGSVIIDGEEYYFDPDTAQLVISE
Anthrax LF inh2 – anthrax lethal factor protease inhibition; P15917; multiplex microsphere protease cleavage assay, LF; inhibition, % at 10 µM; hit rate 0.12% among 360,000; AID 588501; also: plate controls were buffer without enzyme for full effect and enzyme alone for no effect
BoNT-A LC inh2 – BoNT A light chain protease inhibition | multiplex microsphere protease substrate cleavage, flow cytometry | hit rate 0.17% among 360,000 | inhibition, % at 10 µM; also: plate controls were buffer without enzyme for full effect and enzyme alone for no effect
SSB-PriA inh – blocks PriA binding to SSB C-terminal tail | AlphaScreen SSBct-PriA binding, biotinylated peptide | inhibition, % at 33 µM | hit rate 0.6% among 430,000 | AID 1272365; in the data active = inhibition mostly above about 37%, no sharp cut-off; inactive = mostly below about 20%;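 also: plate controls were negative control peptide for no effect and reference peptide for full effect; strong numbers were not always called active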
PrPC TRFRET – inhibitors of human cell surface prion protein PrPC; hit rate 0.43% among 370,000; P04156; inhibition, % at 13.8 µM; TR-FRET read-out; in the data active = inhibition above about 24%; also: 0% = median of the test wells and 100% = reference compound wells
PfHsp40 rescue – rescue of PfHsp40-mediated yeast toxicity; hit rate 0.68% among 340,000; growth rescue, % at 12.5 µM; S. cerevisiae expressing PfHsp40, growth rescue, ATP luminescence; AID 504582; in the data active = growth rescue above about 28%, passing the limit was not always enough; inconclusive = no clear call, values can overlap the other calls;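 also: yeast W303a lacking pdr1 and pdr3 grown in galactose medium; growth measured after three days at 30 °C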
Y pestis TopoI – blocks Yersinia pestis topoisomerase I activity; hit rate 0.064% among 360,000; AID 504884; activity, % at 10 µM; Y. pestis Topo-I cleavage product accumulation, plate reader; in the data active = activity above about 50%, passing the limit was not always enough; inconclusive = no clear call, values can overlap the other calls; also: inactives centre near 2
BH1578 lux ind – quorum light induction in luxS cqsA deficient V. cholerae | activation, % at 18.7 µM | V. cholerae BH1578 lux reporter, luminescence, 6 h | AID 588436 | hit rate 0.16% among 350,000; in the data active = activation mostly above about 9.7%, no sharp cut-off; inconclusive = no clear call, values can overlap the other calls; inactive = mostly below about 3.7%; also: not every result past the cut was called active; inactives centre near 0; reference of the scale not given here
3CLpro inhibitor – SARS-CoV 3CLpro protease inhibition. inhibition, % at 6 µM. recombinant SARS-CoV 3CLpro, quenched FRET peptide cleavage. P0C6X7. hit rate 0.14% among 290,000; in the data active = inhibition above about 12%
An asterisk follows results filed as active; i = inactive; ? = inconclusive; / = no result given; & = joins results of further samples. Rule as the data show it, unless noted: active = inhibition above about 30%; inconclusive = no clear call, values can overlap the other calls; inactive = below that. Not all compounds are listed; rates above refer to the full screens.

item	canonical_smiles	TcdB GH inh	Anthrax LF inh2	BoNT-A LC inh2	SSB-PriA inh	PrPC TRFRET	PfHsp40 rescue	Y pestis TopoI	BH1578 lux ind	3CLpro inhibitor
1	O=C(C1=C[C@H](C2CC2)C[C@H](OCc2ccc(CO)cc2)O1)N1CCN(Cc2ccc3c(c2)OCO3)CC1	0.2&0.0	-7.2	0.6	5.3	4.6	-1.3	10.7	-10.0	-0.1
2	O=C(Nc1c2c(nn1-c1ccc(F)cc1)CS(=O)(=O)C2)c1ccc(Br)o1	1.2	-3.4	2.6	-6.1	-2.6	-0.5	-4.6	-0.4	1.3
3	O=C(O)CCc1ccc(S(=O)(=O)N2CCOCC2)cc1	/	4.6	-0.1	-2.1	3.1	0.5	-2.4	i	-0.2
4	O=C(NC1CCCCCC1)c1ccc(CS(=O)Cc2cccc(Cl)c2)o1 (stereo not given)	0.8	-2.2	0.4	-1.1	-0.3	0.8	32.6	i	2.2
5	CCCN(CC(=O)Nc1ccccc1C)C(=O)C1CC(=O)N(c2cccc(C)c2C)C1 (stereo not given)	0.5	-1.0	-2.3	-0.1	4.6	-0.5	2.8	-0.6	/
6	CC(C)c1cc2cc3ccc(=O)oc3cc2o1	3.0	-11.1	-1.1	-12.8	7.7	1.4	5.0	-7.7	-6.2
7	O=S(=O)(c1ccccc1)C1CN1c1c(F)c(F)c(F)c(F)c1F (stereo not given)	-0.1	-5.0	0.2	/	4.2	/	/	/	/
8	Cc1ccc(CSc2nnc(-c3cccc4ccccc34)o2)cc1	0.7	-4.3	0.2	-10.8	5.7	0.5	29.3	-5.9	/

Some entries already given, limited to PrPC TRFRET, PfHsp40 rescue and SSB-PriA inh:
nr	compound	PrPC TRFRET	PfHsp40 rescue	SSB-PriA inh
2	O=C(Nc1c2c(nn1-c1ccc(F)cc1)CS(=O)(=O)C2)c1ccc(Br)o1	-2.6	-0.5	-6.1
8	Cc1ccc(CSc2nnc(-c3cccc4ccccc34)o2)cc1	5.7	0.5	-10.8

(more compounds)
item	canonical_smiles	TcdB GH inh	Anthrax LF inh2	BoNT-A LC inh2	SSB-PriA inh	PrPC TRFRET	PfHsp40 rescue	Y pestis TopoI	BH1578 lux ind	3CLpro inhibitor
9	CCOc1ccccc1NC(=O)COC(=O)C1COc2ccccc2O1 (stereo not given)	0.4	-11.8	-1.0	/	0.3	/	6.4	-0.2	/
10	COc1ccccc1/C=C/C=N/n1c(-c2ccc(C)cc2)n[nH]c1=S	-7.2	0.2	-0.9	/	6.3	8.7	9.9	-0.3	7.5
11	Clc1cccc(N2CCN(c3ncnc4nc[nH]c34)CC2)c1	1.0	-0.3	-1.3	-0.9	1.1	-0.3	-0.7	i	1.7
12	CCCCC1Cc2[nH][nH]c(=O)c2C(c2ccc(Cl)cc2)O1 (stereo not given)	0.3	0.0	-0.2	/	-1.5	/	/	/	/
13	CC(=O)Nc1ccc(S(=O)(=O)N2CCSC2)cc1	0.8	6.4	4.8	-3.9	-5.1	0.7	0.3	i	2.5
14	COc1ccc2occ(NC(C)=O)c2c1	/	-8.7	-1.1	-13.9	6.0	-0.4	-3.0	-3.1	-4.1
15	O=C(O)c1ccccc1S(=O)CCO (stereo not given)	/	2.1	0.2	-15.7	2.8	0.7	-0.4	-6.2	-1.0
16	COc1ccc(CCN(C)C2CCCN(S(=O)(=O)C(C)C)C2)cc1OC (stereo not given)	-0.1	5.0	?	-16.0	-6.5	-1.2	-3.4	i	7.1
17	Nc1c(C(=O)Nc2ccc3c(c2)OCCO3)nnn1Cc1ccc(F)cc1	1.2	/	/	-6.0&-11.3	22.4	0.9	0.0	i	/
18	Cc1cccc(NC(=O)c2cnn3ccccc23)c1C	1.9	-0.3	-0.7	2.2	4.8	1.9	3.0	-4.2	2.4
19	C=CCNC(=O)c1c(Br)cnn1-c1ccc(C)cc1	0.0	-3.9	-0.5	-4.0	8.1	0.1	15.6	0.0	1.2
20	CC(C)[C@@H]1COC(c2cccc(C3=N[C@H](C(C)C)CO3)n2)=N1	1.1	-3.6	-0.6	-14.3	0.3	0.6	-3.3	i	3.6
21	O=C(CCNS(=O)(=O)c1ccc(OC(F)(F)F)cc1)N1CCCC1	-1.5	-2.1	2.6	-3.3	-13.1	0.1	2.0	i	/
22	CCCCNC(=O)C1CC(=O)N(C2CCCC2)C1 (stereo not given)	/	0.1	-0.2	-5.5	-1.5	0.1	3.3	-0.3	-0.6
23	O=C(CSc1nc(-c2ccccc2)c(-c2ccccc2)[nH]1)NCC1CCCO1 (stereo not given)	0.2	-4.2	-0.7	3.7	-4.6	-0.4	-1.7	i	0.6
24	COC(=O)c1ccc(NC(=O)CSc2nc3ccc(N4C(=O)C5C6C=CC(C6)C5C4=O)cc3s2)cc1 (stereo not given)	0.8	-0.9	-0.1	-3.5	17.3	4.7	8.9	-0.3	5.5
25	CCOC(=O)[C@]12CCC=C1N(Cc1ccc3c(c1)OCO3)C(=O)[C@H](CC(=O)NCC13CC4CC(CC(C4)C1)C3)C2	3.0	-0.5	0.6	/	-2.9	/	/	/	/
26	Cc1nc(SCc2c(Cl)cccc2Cl)nc(OC(=O)N(C)C)c1C	2.5	4.1	2.2	-11.6	-11.0	0.4	24.7	-0.9	0.7
27	CNC(=O)NCC12CC3CC(CC(C3)C1)C2	/	-1.2	0.7	6.4	2.5	-1.2	12.9	i	-2.3
28	CC1CC(C)CN(S(=O)(=O)c2cccc3nonc23)C1 (stereo not given)	0.0	-6.0	-3.3	-0.4	-5.8	-1.1	6.9	3.9	0.1
29	CS(=O)(=O)Nc1ccc(C2=NN(C(=O)c3ccco3)C(c3ccccc3)C2)cc1 (stereo not given)	/	-0.5	-0.5	-13.8	3.4	1.1	-2.7	-0.1	1.6
30	O=c1[nH]c(=O)n(Cc2ccco2)c(O)c1C=NCc1ccc2c(c1)OCO2	/	-0.7	3.2	-5.3	17.0	-2.1	11.7	-0.2	0.6
31	CCOC(=O)[C@H]1[C@H]2COc3ccc(Cl)cc3[C@@H]2N2C(=O)c3ccc(Cl)cc3NC(=O)[C@@]12C	0.3	-2.9	0.1	-12.7	-2.8	1.4	9.1	i	/
32	Cc1ccc(N(CC(=O)NCc2ccccc2)C(=O)CCC(=O)Nc2nccs2)cc1	-0.2	0.1	2.0	-7.6	1.5	0.1	16.7	-0.5	-0.3
33	NS(=O)(=O)c1ccc(CNC(=O)NC2(c3ccccc3)CC2)cc1	0.5	-0.4	0.0	-16.6	7.1	0.3	-2.7	-0.1	-1.0
34	CCOC(=O)c1c(NC(=O)CSc2nnnn2-c2ccccc2)sc2c1CCC(C)C2 (stereo not given)	/	-3.8	-0.2	1.6	-4.9	8.5	23.0	-0.3	-0.7
35	CCOC(=O)CCn1c(CC(=O)OCC)nc2ccccc21	/	0.4	0.3	-10.1	0.8	0.5	1.3	-1.0	-0.2
36	NC1=NC(=O)C(Cc2cccc(Cl)c2Cl)S1 (stereo not given)	2.0	-6.2	0.3	-9.4	7.4	1.0	-9.2	-1.1	3.8
37	O=C1NC2(CCCCC2)C(=O)N1Cc1ccc([N+](=O)[O-])cc1	-5.1	2.3	1.5	-1.6	-13.0	-1.8	-5.1	i	3.0
38	CCOc1ccc(C(=O)Nc2ccc(N3CCN(C(C)=O)CC3)cc2)cc1[N+](=O)[O-]	0.5	-2.8	0.0	6.2	-18.2	-1.6	-2.3	i	0.7
39	COC(=O)[C@@H]1C[C@@]2(Br)c3ccccc3N(S(=O)(=O)c3ccccc3)[C@H]2N1C(=O)OC	1.1	-3.5	0.0	5.6	10.0	0.5	24.2	i	/
40	CCCC(=O)NCCc1ccc(S(N)(=O)=O)cc1	/	-3.4	4.7	-11.2	4.3	-0.5	12.1	0.3	-0.9

Screen by screen, quoted from above:
Entries 33 to 40 in Anthrax LF inh2 read -0.4, -3.8, 0.4, -6.2, 2.3, -2.8, -3.5, -3.4
Entries 33 to 40 in BH1578 lux ind read -0.1, -0.3, -1.0, -1.1, i, i, i, 0.3

More compounds follow:
item	canonical_smiles	TcdB GH inh	Anthrax LF inh2	BoNT-A LC inh2	SSB-PriA inh	PrPC TRFRET	PfHsp40 rescue	Y pestis TopoI	BH1578 lux ind	3CLpro inhibitor
41	O=C(Nc1ccc(Br)cc1)C1CCCN(S(=O)(=O)c2cccnc2)C1 (stereo not given)	1.4	-4.2	-1.1	1.0	21.8	0.0	-8.7	-0.2	1.7
42	Cc1nn(C)c(=O)n1-c1ccc(Oc2ccccc2)cc1	/	-2.1	3.2	-6.3	-2.7	1.0	-2.6	i	-1.1
43	CC(=O)Nc1ccc2oc(-c3ccccc3Br)nc2c1	/	-2.2	0.2	-0.2	1.6	0.5	6.6	-0.2	-5.1
44	Cc1ccc(OCC(=O)Nc2cccc3nsnc23)c(C)c1	/	2.9	1.9	-27.5	-3.5	-0.7	0.1	i	5.0
45	O=C1Nc2ccccc2C1Cc1ccc(OC(F)(F)F)cc1 (stereo not given)	3.4	7.6	-9.2	-2.5	-2.1	1.3	7.2	i	5.0
46	Cc1nc(C)c(-c2csc(N)n2)s1	0.6	-4.5	-0.9	-1.8	2.4	0.8	0.7	i	2.5
47	Cc1ccc(S(=O)(=O)NC(C)C(=O)OCC(=O)Nc2sccc2C(N)=O)cc1 (stereo not given)	-0.9	-3.2	0.3	/	2.0	/	3.1	i	/
48	COc1cccc2cc(C(=O)N(C)C)c(=O)oc12	/	0.7	0.4	-3.5	3.0	-0.8	7.8	/	0.9
49	CCOC(=O)c1sc(S(C)(=O)=O)c2c1CC(C)(C)C/C2=N/O	-0.1	?	5.0	/	-12.4	/	-3.6	-0.4	-3.3
50	Cc1cc(OCC(=O)Nc2cc(-c3nn4c(C)nnc4s3)ccc2C)ccc1Cl	0.2	1.0	-0.4	2.2	-10.4	-0.1	1.3	0.0	-1.7
51	COC(=O)[C@H]1C[C@@]2(O)CN(S(=O)(=O)c3ccc(C)cc3)C[C@@]2(OC(=O)NCC2CCCCC2)C[C@H]1C(=O)OC	1.4	-5.1	-0.2	/	-11.4	/	37.2	0.7	/
52	Cc1ccc(N2CC(C(N)=O)CC2=O)cc1C (stereo not given)	/	-1.6	-0.5	-13.0	1.4	1.9	-5.1	-1.6	-1.9
53	CC(C)(C)c1ccc(C(O)c2ncc(-c3ccccc3F)[nH]2)cc1 (stereo not given)	0.8	-4.3	-0.2	/	-1.1	/	-1.1	i	/
54	CCN(CC)C(=O)CSc1nc(-c2ccccc2)cc(=O)[nH]1	/	3.4	1.5	-4.9	-4.3	0.0	-0.3	i	3.6
55	COc1ccccc1CNS(=O)(=O)c1ccc2c(c1)CC(C)N2C(=O)C1CC1 (stereo not given)	0.5	-2.3	1.9	-13.0	6.6	-0.2	18.0	-11.4	7.5
56	O=C(Nc1nnc(-c2ccco2)o1)c1ccc(Cl)s1	0.8	0.2	2.5	1.3	2.2	2.2	4.1	-3.4	-4.9
57	COC(=O)c1ccc(OC)c(CN2CCCN(Cc3cc(C)ccc3C)S2(=O)=O)c1	0.7	6.4	0.5	-6.0	-1.6	-1.0	26.2	-6.7	4.0

High-throughput results deposited in PubChem by several laboratories.
